PHOSPHO1 inh: blocks human PHOSPHO1 phosphatase activity. recombinant PHOSPHO1, absorbance phosphatase assay. inhibition, % at 13.3 µM. hit rate 1.1% among 290,000; in the data active = inhibition above about 60%
Target sequence (Q8TCT1 whole entry, looked up): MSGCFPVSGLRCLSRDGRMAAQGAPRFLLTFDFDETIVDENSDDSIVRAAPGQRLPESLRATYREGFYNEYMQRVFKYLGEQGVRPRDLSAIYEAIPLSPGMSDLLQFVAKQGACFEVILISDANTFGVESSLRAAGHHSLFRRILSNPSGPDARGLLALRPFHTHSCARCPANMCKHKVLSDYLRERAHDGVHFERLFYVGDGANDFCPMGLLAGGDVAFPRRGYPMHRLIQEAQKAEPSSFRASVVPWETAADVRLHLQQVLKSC
IDE inh: cellular human IDE inhibition; P14735; HEK cells, FAbetaB cleavage, fluorescence polarization; inhibition, % at 5.59 µM; hit rate 0.41% among 320,000; AID 434962;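 active = percent inhibition above the average of all tested compounds plus 3 SD, set per screening campaign, cut at about 16% in these data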;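 note: IDE supplied by intact live HEK cells; FP after avidin binding of uncleaved biotin substrate so inhibition keeps polarization high; 0% = DMSO wells and 100% = 60 µM reference IDE inhibitor Ii1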
VIM-2 inhibitor: blocks Pseudomonas aeruginosa VIM-2 metallo-beta-lactamase; purified VIM-2, nitrocefin hydrolysis, epi-absorbance fluorescence; hit rate 0.89% among 290,000; inhibition, % at 5.6 µM; AID 1527;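 active = inhibition above the mean of all tested compounds plus 3 SD, cutoff set per screening run, cut at about 7.5% in these data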;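 note: red hydrolysis product quenches plate fluorescence so inhibitors raise well fluorescence; 0% = enzyme with DMSO and 100% = DMSO without enzyme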
IDE cell activ: activators of human insulin-degrading enzyme in cells. HEK cells, FAbeta-B cleavage, fluorescence polarization; 0% vehicle, 100% cell-free pure enzyme wells. activation, % at 5.96 µM. hit rate 0.073% among 340,000. AID 493087;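 active = activation above the mean of all tested compounds plus 3 SD, set per screening campaign, cut at about 17% in these data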
GPR7 antagonist: antagonists of human GPR7 (neuropeptides B/W receptor 1); P48145; GPR7-expressing cells, fluorescence antagonist assay; inhibition, % at 4.4 µM; hit rate 1.1% among 290,000; in the data active = inhibition above about 16%, passing the limit was not always enough;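 note: cells stimulated with the agonist NPW; 0% = agonist with vehicle and 100% = vehicle without agonist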
Target sequence (P48145 whole entry, looked up): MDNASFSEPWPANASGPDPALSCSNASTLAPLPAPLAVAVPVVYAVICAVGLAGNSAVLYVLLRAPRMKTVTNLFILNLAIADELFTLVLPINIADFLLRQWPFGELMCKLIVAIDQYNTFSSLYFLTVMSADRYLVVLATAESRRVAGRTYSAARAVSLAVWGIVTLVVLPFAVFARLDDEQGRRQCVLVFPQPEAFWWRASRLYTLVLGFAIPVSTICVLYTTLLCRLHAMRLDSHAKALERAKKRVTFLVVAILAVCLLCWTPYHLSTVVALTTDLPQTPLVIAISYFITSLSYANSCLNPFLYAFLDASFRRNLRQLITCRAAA
M18AAP inhibitor: PfM18AAP enzyme inhibition; recombinant PfM18AAP, H-Glu-NHMec fluorogenic cleavage; inhibition, % at 7.35 µM; hit rate 1.2% among 290,000;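 active = inhibition above the campaign mean inhibition over all tested compounds plus 3 SD, cut at about 28% in these data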;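 note: 0% = plate median of test compound wells and 100% = 2 mM ZnCl2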
p-CIP stab down: p/CIP protein destabilization; F442A p/CIP-EGFP cells, EGFP fluorescence, 16 h; decrease of EGFP signal, % at 10 µM; hit rate 0.01% among 290,000; AID 1984;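 active = EGFP signal decrease of at least 30% at 10 µM or well 3 SD below plate mean, unless failing retest; inactive = the rest, including hits failing retest or dose response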; note: some compounds called inactive have numbers as strong as hits; many of its hits are not listed in these tables
IMP-1 inhibitor: inhibitors of Pseudomonas aeruginosa IMP-1 metallo-beta-lactamase | AID 1556 | hit rate 0.45% among 290,000 | purified IMP-1, nitrocefin hydrolysis, epi-absorbance fluorescence | inhibition, % at 5.6 µM;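 active = inhibition above the mean plus 3 SD of all compounds in the same screening run, cut at about 4.5% in these data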;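 note: 0% = IMP-1 with DMSO and 100% = DMSO wells lacking enzyme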
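Assay system: purified recombinant IMP-1 beta-lactamase. Input: IMP-1 0.2 nM before substrate addition. Buffer or medium: Zinc- and detergent-supplemented HEPES buffer, pH 7.1. Schedule: 25 °C, 15 min preincubation, 25 min reaction. Signal: Epi-absorbance fluorescence, 480 nm excitation, 530 nm emission. Evaluation: percent inhibition from optical density relative to buffer-blank wells.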
NALP1 inh: inhibitors of NALP1 inflammasome in yeast; S. cerevisiae NALP1/ASC/caspase-1 growth, X-gal OD620, 72 h; inhibition, % at 10 µM; hit rate 0.61% among 280,000; in the data active = inhibition mostly above about 24%, no sharp cut-off; inactive = mostly below about 32%; note: some compounds called inactive have numbers as strong as hits
The depositor's hits bear a star; x = no result given.

| mol | PHOSPHO1 inh | IDE inh | VIM-2 inhibitor | IDE cell activ | GPR7 antagonist | M18AAP inhibitor | p-CIP stab down | IMP-1 inhibitor | NALP1 inh |
| --- | --- | --- | --- | --- | --- | --- | --- | --- | --- |
| COC(=O)c1cc(CNC(=O)c2cccc(Cl)c2Cl)ccc1OC | -39.2 | 1.1 | -1.7 | x | -8.3 | -6.8 | -15.9 | -1.8 | 31.5 |
| Cc1cccc(OCCCn2c(=O)sc3ccccc32)c1 | -2.9 | 9.1 | 0.2 | 7.9 | 6.0 | -1.6 | -11.8 | -1.9 | 5.3 |
| COc1cc(C(=O)OCC(=O)c2cc(C)n(C)c2C)cc(NC(=O)c2ccco2)c1OC | -4.1 | -6.7 | -2.1 | 4.6 | -6.8 | -3.9 | -11.9 | -1.0 | 6.3 |
| Cc1ccc(C2=N/C(=C/N3CCOCC3)C(=O)O2)cc1 | -10.2 | 5.2 | -1.7 | -1.6 | -10.8 | 8.3 | 1.1 | -3.6 | 11.9 |
| Cc1nn(C)c(NC(=O)c2ccc(Cl)cc2Cl)c1Br | x | 3.4 | -2.3 | -2.4 | -16.6 | 12.2 | -5.1 | -0.1 | 5.8 |
| O=S(=O)(Nc1ccccc1)c1ccc(NS(=O)(=O)c2c(F)cccc2F)cc1 | 16.1 | -11.5 | 0.1 | 3.2 | -24.1 | -48.9 | 0.2 | -2.1 | 4.3 |
| O=C(CCCN1C(=O)CCC1=O)Nc1ccc2c(c1)OCCO2 | 5.4 | -4.2 | -2.3 | -0.6 | -5.2 | -0.5 | 2.2 | -0.1 | 6.4 |
| O=C(c1cnc2sccn2c1=O)N(Cc1ccccc1)c1ccccn1 | -2.0 | 3.5 | -0.6 | 0.5 | 2.8 | 1.0 | -9.0 | -3.8 | 26.5 |
| Cc1cc(C)c(C)c(OCC(=O)O/N=C(\N)c2ccccn2)c1 | 8.5 | -0.1 | -0.2 | -2.0 | -1.9 | 9.0 | 9.1 | 1.7 | 7.1 |
| CCOC(=O)c1c[nH]c2c(C)cc(C)cc2c1=O | -13.6 | -4.1 | 0.8 | 1.7 | 0.2 | 2.3 | -8.9 | -2.2 | -2.9 |
| COc1cc(C(=O)OCC(=O)NC2CCCC2)cc(OC)c1OC | 2.8 | 3.8 | -2.2 | 2.5 | 10.7 | -8.8 | -6.7 | -0.8 | 0.8 |
| CC(=O)Oc1c(S(=O)(=O)c2ccc(C)cc2)c(C)nn1-c1ccccc1 | 40.5 | 2.7 | -2.0 | 3.9 | -3.3 | -4.9 | -5.9 | -3.2 | -1.7 |
| O=C(c1cc(-c2ccc(O)cc2)on1)N1CCCCCC1 | 40.0 | 0.5 | -1.6 | 4.1 | -4.2 | 9.3 | -19.7 | 0.5 | 27.4 |
| COC(=O)CCN(c1ccccc1)S(=O)(=O)c1ccc(OC)cc1 | 6.2 | -2.5 | -2.4 | -1.4 | -4.8 | -5.0 | -2.6 | -2.0 | 2.4 |
| O=C(CCC1CCCCC1=O)c1ccccc1 (stereo unspecified) | 15.4 | -0.2 | -2.7 | 2.6 | 1.9 | 2.0 | -6.8 | -2.9 | 8.0 |
| CN(CC(=O)Nc1cccc(F)c1)C(=O)c1ccc(N2CCOCC2)c([N+](=O)[O-])c1 | 28.7 | -1.9 | -3.0 | 3.5 | -20.1 | 1.5 | 2.3 | -2.7 | -2.8 |
| COc1ccccc1NC(=O)CN1CCN(S(=O)(=O)c2ccc(Br)cc2)CC1 | 24.6 | x | -2.5 | 4.0 | -10.2 | 5.9 | -6.0 | -2.2 | 39.1 |
| CS(=O)(=O)N(CC(=O)NCc1ccc2c(c1)OCO2)Cc1ccc(Cl)cc1 | -6.9 | 5.6 | -3.3 | 4.8 | 2.9 | -1.6 | -10.8 | -1.8 | 24.7 |
| CCCCNC(=O)c1cc([N+](=O)[O-])[nH]n1 | 14.7 | -0.1 | -2.1 | 1.8 | -12.9 | 0.3 | 16.7 | -3.8 | -5.2 |
| CC(Oc1ccccc1)C(=O)N1CCN=C1SCc1ccccc1 (stereo unspecified) | 3.5 | 10.7 | -2.7 | 1.4 | 7.0 | 2.8 | 16.5 | -2.8 | 0.4 |
| CCSc1nnc(C)n1-c1ccc(C(=O)O)cc1 | 15.2 | 14.7 | -1.7 | 2.7 | -8.4 | 6.1 | 9.3 | -2.8 | 4.4 |
| COc1ccc2sc(NC(=O)CC(C)C)nc2c1 | 4.6 | -1.2 | -1.6 | 1.9 | -2.6 | 0.5 | -7.7 | -5.5 | -6.1 |
| CCOc1ccccc1NC(=O)C(NCC1CCCCC1)c1ccccc1 (stereo unspecified) | 28.1 | -3.0 | -0.4 | 3.8 | -23.6 | -3.0 | 7.9 | 0.8 | 2.2 |
| O=C(CN1C(=O)c2cccc3cccc(c23)C1=O)NCCCO | 30.8 | 7.2 | -1.1 | 4.7 | -1.0 | 0.3 | 14.3 | -2.5 | 12.6 |
| CCOC(=O)N1CCN(S(=O)(=O)c2ccc(F)c(C(=O)Nc3cccc(Cl)c3C)c2)CC1 | 11.9 | -0.9 | -1.6 | 5.7 | -8.0 | -0.7 | -3.2 | -1.7 | 31.7 |
| O=C(O)c1nccnc1C(=O)Nc1ccccc1N1CCOCC1 | 37.7 | 4.9 | -2.0 | 2.0 | -13.2 | 1.9 | 0.8 | -2.3 | 9.1 |
| CC1CCCCC1N1CN=C(Nc2nc3ccccc3s2)NC1 (stereo unspecified) | 29.8 | 1.1 | -6.5 | -1.4 | 3.9 | 7.3 | -7.8 | -2.8 | 0.7 |
| C/C=C(/C)C(=O)O[C@@H]1[C@H](OC(=O)C=C(C)C)c2c(ccc3ccc(=O)oc23)OC1(C)C | -1.4 | -1.8 | -0.9 | 4.3 | -9.3 | -3.6 | -4.0 | -2.8 | 23.1 |
| O=C(NC1CCCCC1)C(=S)N1CCOCC1 | 16.1 | -2.6 | 0.7 | -1.6 | -0.1 | 14.8 | -3.5 | -3.0 | 3.0 |
| Cc1cc(NC(=O)C2CC(=O)N(c3cccc(Cl)c3)C2)no1 (stereo unspecified) | -105.4 | 3.6 | -1.7 | 6.2 | -8.3 | 5.5 | -12.4 | -2.4 | 14.4 |
| Cc1ccc(C)c(NC(=O)COc2cccc3c2CCN(Cc2ccccc2C)C3=O)c1 | -11.7 | 0.5 | -3.6 | -3.1 | -3.7 | -3.1 | -8.2 | -1.4 | 18.3 |
| Cn1nc(C(C)(C)C)c([N+](=O)[O-])c1C(=O)N1CCOCC1 | -46.0 | -6.2 | 0.3 | 3.1 | 10.2 | -15.0 | -0.7 | -1.6 | 17.1 |
| O=C(CSc1nccc(-c2cccs2)n1)Nc1ccc(Cl)cc1 | 33.4 | 2.5 | -0.3 | 0.3 | -2.3 | 8.5 | -26.6 | -1.8 | -21.9 |
| CCN(CC(=O)NCc1ccc(F)cc1)CC(=O)NC1CCCC1 | 27.5 | -1.9 | -2.7 | 2.6 | -7.3 | -6.6 | -12.6 | -2.5 | -7.1 |
| Cn1c(-c2ccc3c(c2)OCO3)cnc1N | 24.3 | 6.7 | -2.4 | 5.2 | -3.3 | 3.6 | -0.1 | -0.5 | 29.7 |
| COc1cccc(C2=NCCc3cc4c(cc32)OCO4)c1OC | -10.6 | -1.4 | -4.8 | 5.1 | -10.9 | 8.9 | -20.5 | -1.4 | 36.8 |
| Cn1c(C(=O)NCCCN2CCCC2=O)cc2c(=O)n(C)c3ccccc3c21 | -3.3 | 3.5 | 13.1* | 5.1 | -9.9 | 4.6 | -6.0 | -3.5 | 24.3 |
| COc1ccc(CNC(=O)COc2ccc(C)nc2[N+](=O)[O-])cc1 | 6.5 | 0.0 | -2.5 | 8.3 | -6.8 | 1.0 | -1.8 | -2.2 | 5.3 |
| COC(=O)CC1C(=O)NCCN1C(=S)NC(=O)c1sc2ccccc2c1Cl (stereo unspecified) | -15.7 | 6.6 | 2.9 | 5.5 | -6.1 | -4.2 | 0.4 | -1.0 | -4.0 |
| Cc1cc2nc(C3CCN(C(=S)NCCCOC(C)C)CC3)[nH]c2cc1C | 28.7 | -2.9 | -3.5 | -0.1 | -3.3 | -3.2 | 3.0 | -3.0 | 5.4 |
| O=C1Nc2ccc(S(=O)(=O)NCc3ccccn3)c3cccc1c23 | -0.5 | x | 0.6 | 3.1 | 13.9 | -4.4 | -11.6 | 0.3 | -8.3 |
| Cc1nn(C)c(C)c1CNC(=O)c1cc2n(n1)C(C(F)(F)F)CC(c1cccs1)N2 (stereo unspecified) | 13.8 | 0.7 | -2.5 | 1.5 | -7.9 | -0.1 | -5.1 | -2.4 | 1.8 |
| Cc1nc2c(c(C)nn2-c2ccccc2)c(C)c1CCC(=O)NCCCOC(C)C | 19.5 | -9.1 | -3.4 | 3.0 | 4.8 | -13.1 | -2.2 | -3.8 | 9.9 |
| CCOC(=O)C1(c2csc(N)n2)COC(=O)C1 (stereo unspecified) | 8.2 | 9.2 | -2.2 | 6.8 | -8.4 | 2.7 | -7.8 | -2.2 | x |
| CNC(=S)NCCc1ccc(OC)c(OC)c1 | 43.3 | 2.0 | 4.6 | 3.1 | -9.1 | -4.8 | -7.5 | -1.1 | 14.1 |
| CC(C)OCCCNC(=O)c1ccc(N(C)S(C)(=O)=O)cc1 | 5.3 | 5.0 | -3.6 | 4.7 | -6.0 | -1.4 | -9.2 | -2.5 | 31.4 |
| Cc1nc2ccc(C(=O)O)cc2c2c1CC(C)S2 (stereo unspecified) | -6.1 | 8.2 | -1.5 | 4.7 | -8.2 | -6.8 | -3.4 | -3.6 | 7.3 |
| O=C(CC1=NCCNC(c2ccccc2)C1)c1ccccc1O (stereo unspecified) | 20.8 | 2.6 | 0.0 | -0.6 | 16.2 | -9.5 | -9.4 | 1.4 | -4.5 |
| O=C(Nc1ccc2ncccc2c1)c1cccc(Br)c1 | 18.3 | 5.5 | -0.4 | -0.7 | -3.6 | 7.4 | -1.9 | -8.4 | 23.4 |
| O=C1C(Cc2ccc3[nH]ccc3c2)NC(=S)N1c1ccccc1 (stereo unspecified) | 15.7 | 1.8 | 0.1 | -2.4 | -8.7 | -14.0 | -16.3 | -2.0 | 19.7 |
| Cc1ccccc1C(=O)NN1C(=O)CSC1=S | -9.7 | 3.9 | -3.8 | 2.2 | -18.3 | 14.5 | 3.0 | -4.1 | -1.9 |
| O=C(Nc1ccccc1)OCC1CCCN2CCCCC12 (stereo unspecified) | 12.5 | -3.5 | -2.3 | 13.0 | 1.8 | 4.5 | -0.5 | -1.4 | 16.7 |
| C/C(=N\Nc1ccc(Cl)c(C(=O)O)c1)c1cccc([N+](=O)[O-])c1 | 22.0 | -3.8 | -2.6 | -1.1 | -12.9 | 35.9* | -11.7 | -3.2 | 6.4 |
| COc1ccc2oc(=O)c(C(=O)C[n+]3cccc(C)c3)cc2c1 | 45.4 | 1.4 | 0.5 | 4.4 | -7.7 | 12.2 | -2.2 | -4.0 | 4.7 |
| COC(=O)Nc1ccc(S(=O)(=O)N2CCCc3ccccc32)cc1 | -18.6 | -3.1 | -5.7 | -0.9 | -1.6 | 5.6 | 9.4 | -3.8 | 33.2 |
| Cc1nnc(SCC(=O)Nc2ccccc2F)n1Cc1ccco1 | 5.0 | 6.0 | 0.3 | 6.6 | -0.2 | -22.9 | -7.7 | -0.8 | x |
| COc1ccc(-c2nnn(CC(=O)N(CC(=O)NC3CCCC3)c3ccccc3)n2)cc1OC | 27.9 | -3.0 | -0.1 | 1.4 | -9.8 | -1.8 | 10.5 | -0.3 | 2.3 |

Screening results: PubChem BioAssay, several laboratories
